High-throughput results (PubChem BioAssay)
tim23-1 inh: tim23-1 yeast growth inhibition; S. cerevisiae tim23-1 growth, BacTiter-Glo luminescence, 24 h; inhibition, % at 20 µM; hit rate 1.3% among 330,000; AID 463212;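 active = growth inhibition of the mutant yeast at or above 50%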;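 also: temperature-sensitive mutant grown at 25 °C; plate controls were DMSO-treated mutant yeast for no effect and medium wells lacking yeast for full effect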
APJ ag: activates the human apelin receptor APJ | CHO-K1 APJ PathHunter beta-arrestin, luminescence; 0% DMSO wells, 100% apelin | activation, % at 20 µM | hit rate 0.11% among 330,000;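 active = activation more than six SD over the plate average, tested at 20 µM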;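 also: 0% = DMSO alone and 100% = apelin-13 at 10 nM; some results filed as inactive read as strong as hits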
Target sequence (P35414 whole entry, looked up): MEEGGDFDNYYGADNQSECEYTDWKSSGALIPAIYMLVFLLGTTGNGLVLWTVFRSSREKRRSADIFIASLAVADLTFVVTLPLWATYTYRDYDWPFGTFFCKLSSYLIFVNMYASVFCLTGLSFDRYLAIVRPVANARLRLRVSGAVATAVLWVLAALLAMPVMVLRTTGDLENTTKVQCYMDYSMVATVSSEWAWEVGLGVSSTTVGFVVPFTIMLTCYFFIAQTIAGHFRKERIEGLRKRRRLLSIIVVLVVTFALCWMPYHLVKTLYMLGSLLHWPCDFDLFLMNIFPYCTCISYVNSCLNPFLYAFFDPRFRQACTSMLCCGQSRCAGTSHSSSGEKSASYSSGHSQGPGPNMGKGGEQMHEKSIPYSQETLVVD
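Assay system: engineered CHO-K1 APJ arrestin reporter cells; Amount: 1000 CHO-K1 reporter cells seeded per well; Dosing: one dose, 20 µM compound, 1% DMSO; Times: compound stimulation 90 min at 25 °C, detection 60 min; Measured by: luminescent beta-gal fragment complementation, chemiluminescent substrate; Read-out: APJ–arrestin association signal; Controls: DMSO vs Apelin-13 10 nM.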
UPR CHOP act: activators of apoptotic arm of unfolded protein response (CHOP) | CHO-CHOP luciferase reporter, UPR activation, luminescence; percent of tunicamycin response over DMSO baseline | activation, % at 10 µM | hit rate 0.34% among 330,000;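 active = at 10 µM dose, activation of 40% or more, normalized to positive control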;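 also: 100% = tunicamycin at 10 µg/mL and 0% = DMSO alone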
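Test system: CHO-CHOP cells, stable luciferase reporter of PERK-eIF2a-CHOP signalling | Quantity: 500 CHO-CHOP cells per well | Buffer or medium: F12 plus 10% serum | Compound dosing: 10 µM single point, 0.5% DMSO | Schedule: 6 h compound treatment, 37 °C | Signal: Luciferase luminescence | Control set: Tunicamycin high control, DMSO low control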
XBP1 UPR activ: activators of adaptive arm of unfolded protein response (XBP1); hit rate 0.33% among 330,000; CHO-XBP1 luciferase reporter, IRE1-XBP1 UPR activation, luminescence; percent of tunicamycin response, DMSO as zero; activation, % at 20 µM;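 active = versus positive control, 20 µM dose yields 30% or more activation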;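 also: 100% = tunicamycin at 10 µg/mL and 0% = DMSO only wells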
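Assay system: IRE1-XBP1 luciferase reporter CHO line. Input: 1000 cells/well. Buffer or medium: F12 with 10% serum. Doses: 20 µM, 1% DMSO. Times: overnight seeding at 37 °C, 6 h compound treatment at 37 °C. Technique: Steady-Glo luciferase glow luminescence, 10 min after reagent addition.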
tim10-1 inh: tim10-1 yeast growth inhibition | S. cerevisiae tim10-1 ts strain growth, BacTiter-Glo, 24 h | inhibition, % at 20 µM | hit rate 2.2% among 330,000 | AID 463190;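 active = inhibition of at least 40%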;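 also: mutant grown at 25 °C; 0% = DMSO wells with yeast and 100% = wells holding no yeast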
Mdm2 MdmX PPI: human Mdm2/MdmX binding inhibition; O15151+Q00987; SaOS-2 split-luciferase Mdm2/MdmX complementation, luminescence; inhibition, % at 8 µM; hit rate 3% among 330,000;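 active = inhibition of at least 50% at 8 µM in the primary screen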
GRIN3A LBD mod: modulators (binders) of human NR3A ligand-binding domain; NR3A LBD differential scanning fluorimetry, Tm shift; 0% = protein alone, 100% = glycine-bound protein; Tm shift relative to glycine control, % at 25 µM; hit rate 2.5% among 340,000; AID 1259313;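 active = melting temperature shift of at least 10% of the positive control shift, at one fixed dose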
TIM10 inh: inhibits growth of TIM10 yeast strain; S. cerevisiae TIM10 strain growth, BacTiter-Glo luminescence, 24 h; inhibition, % at 10 µM; hit rate 1.4% among 330,000; AID 463195;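 active = inhibition of 40% or more at the single tested concentration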;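 also: wild-type TIM10 isogenic control strain grown at permissive 25 °C; 0% = DMSO yeast wells and 100% = minimal medium wells without yeast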
NALP3 yeast inh: blocks the NALP3 inflammasome reconstituted in yeast | Yeast reconstituted NLRP3/ASC/caspase-1, beta-gal luminescence, 24 h | inhibition, % at 10 µM | hit rate 0.39% among 330,000 | AID 2825;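 active = inhibition of 50% or more; inactive = inhibition below 50%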;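 also: plate controls were induced DMSO wells for no effect and uninduced yeast grown without galactose for full effect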
Numbers without * were called inactive. Random draw from the library. About 8.2% of those tested had a hit in this group.

no.	canonical_smiles	tim23-1 inh	APJ ag	UPR CHOP act	XBP1 UPR activ	tim10-1 inh	Mdm2 MdmX PPI	GRIN3A LBD mod	TIM10 inh	NALP3 yeast inh
1	CCN(CCn1cccn1)Cc1nc(-c2ccc(C(=O)OC)cc2)no1	6	-3	-1.4	-4	19	16	-1	-12	13
2	CCCC(=O)NNC(=O)c1c(O)c2ccccc2[nH]c1=O	20	-1	0.0	0	-18	8	-3	-14	28
3	O=C(NCc1ccco1)NCC(F)(F)F	-1	-2	0.5	-3	-9	-11	-2	-6	-10
4	Cc1ccccc1OCC(=O)OCC(=O)NC1CCCCCC1	16	-2	0.9	-1	-4	-10	0	5	12
5	CSc1ccc2c(c1)C(N1CCN(C)CC1)Cc1ccc(F)cc1S2 (centres undefined)	-73	3	-0.3	4	14	47	0	21	26
6	CC[C@H](C)[C@H](NC(=O)c1ccccc1)C(=O)NC(CC(=O)O)c1ccc(F)cc1 (some centres undefined)	9	-1	0.0	2	-6	5	0	5	6
7	CCN=C1SC(CC(=O)NCCc2ccc(OC)c(OC)c2)C(=O)N1CC (centres undefined)	10	0	0.0	-1	8	21	1	-9	11
8	Cc1cc(C)n(-c2c(C)[nH]c3ccccc23)n1	10	3	0.5	-2	11	14	-1	-1	7
9	CCCc1nnc2n1N=C(c1ccc([N+](=O)[O-])cc1)CS2	10	2	0.8	1	7	18	2	-3	23
10	Cc1cccc(C(=O)NCc2nnc(SC(C)C(=O)Nc3nnc(C)s3)n2C)c1 (centres undefined)	4	-1	0.9	4	-3	11	0	4	-5
11	Cc1ccc(C)c(OCC(=O)N(C)CC(=O)Nc2ccc(Cl)c(C(F)(F)F)c2)c1	21	-3	0.1	-1	9	15	12*	15	11
12	C/C(=N\NC(N)=O)c1ccc(Cl)cc1	2	-1	-2.0	4	6	-6	-2	-1	11
13	CC(=O)c1cccc(NC(=O)CN(c2cccc(F)c2)S(C)(=O)=O)c1	16	-1	0.7	-3	9	4	1	5	19
14	CC(NC(=S)Nc1ccc(F)cc1)c1ccccc1 (centres undefined)	28	-2	1.1	-5	24	10	-6	13	16
15	O=S(=O)(c1cccc(-c2nnc(SCc3ccc(Cl)cc3)o2)c1)N1CCCCC1	20	-4	-1.2	2	16	18	2	4	9
16	COc1cc2c(cc1NC(=O)c1cccc(Br)c1)CCCC2	34	6	1.0	-1	25	-28	-6	18	30
17	CCCNC(=O)COc1coc(CN2CCN(c3ccccc3OC)CC2)cc1=O	-1	-1	-0.8	-6	-10	8	3	-1	-1
18	O=C1C(Cl)=C(NC(=O)c2ccccc2)C(=O)C(Cl)=C1NC(=O)c1ccccc1	13	1	86*	-11	27	87*	-47	33	20
19	CCOc1ccc(OCC(=O)Nc2ccc(S(=O)(=O)Nc3cc(C)nc(C)n3)cc2)cc1	0	-1	0.2	-1	5	-1	-1	-11	-12
20	CCN(Cc1ccncc1)C(=O)CCc1nnc(CCC2CCCCC2)o1	8	-5	0.9	4	24	-12	1	18	6
21	O=C(CSc1nccc(=O)[nH]1)Nc1cccc2ccccc12	16	0	-2.1	0	-15	21	4	4	12
22	Cc1cc2ncn(CC3CC3(Cl)Cl)c2cc1C (centres undefined)	25	0	0.6	-3	13	6	0	0	35
23	CCOC(=O)C1(Cc2ccccc2C(F)(F)F)CCN(C2CCSC2)CC1 (centres undefined)	11	-3	-1.1	-2	8	-8	-2	-10	14
24	C=CCN1C(=O)C(CC(=O)O)SC1=Nc1cccc([N+](=O)[O-])c1 (centres undefined)	4	-3	-0.9	-2	6	-5	-2	2	-3
25	COc1ccccc1NS(=O)(=O)c1cc(C(=O)N2CCCCCC2)ccc1C	10	-2	0.7	3	-9	7	0	-9	7

Compounds from the list above that contain a CF3 group, in the order listed:
no.	canonical_smiles	tim23-1 inh	APJ ag	UPR CHOP act	XBP1 UPR activ	tim10-1 inh	Mdm2 MdmX PPI	GRIN3A LBD mod	TIM10 inh	NALP3 yeast inh
3	O=C(NCc1ccco1)NCC(F)(F)F	-1	-2	0.5	-3	-9	-11	-2	-6	-10
11	Cc1ccc(C)c(OCC(=O)N(C)CC(=O)Nc2ccc(Cl)c(C(F)(F)F)c2)c1	21	-3	0.1	-1	9	15	12*	15	11
23	CCOC(=O)C1(Cc2ccccc2C(F)(F)F)CCN(C2CCSC2)CC1 (centres undefined)	11	-3	-1.1	-2	8	-8	-2	-10	14

Entries from the list above with a nitro group on carbon:
no.	canonical_smiles	tim23-1 inh	APJ ag	UPR CHOP act	XBP1 UPR activ	tim10-1 inh	Mdm2 MdmX PPI	GRIN3A LBD mod	TIM10 inh	NALP3 yeast inh
9	CCCc1nnc2n1N=C(c1ccc([N+](=O)[O-])cc1)CS2	10	2	0.8	1	7	18	2	-3	23
24	C=CCN1C(=O)C(CC(=O)O)SC1=Nc1cccc([N+](=O)[O-])c1 (centres undefined)	4	-3	-0.9	-2	6	-5	-2	2	-3

(more compounds)
no.	canonical_smiles	tim23-1 inh	APJ ag	UPR CHOP act	XBP1 UPR activ	tim10-1 inh	Mdm2 MdmX PPI	GRIN3A LBD mod	TIM10 inh	NALP3 yeast inh
26	Cc1ccc(C(=O)c2coc3cc([N+](=O)[O-])c(O)c([N+](=O)[O-])c23)cc1	14	-4	2.2	-1	9	-5	-4	0	2
27	Cc1ccc(NS(=O)(=O)c2c(C(=O)N3CCOCC3)c(C)n(C)c2C)cc1C	-1	0	0.0	-3	3	-13	-1	3	14
28	COC(C(=O)Nc1ccnn1C1CCN(Cc2nccs2)CC1)c1ccccc1 (centres undefined)	-6	1	0.9	-4	-18	7	-3	3	-2
29	Cc1ccc(C)c(NC(=S)NNC(=O)c2ccco2)c1	3	-1	1.3	-2	3	16	0	3	3
30	CC(=O)NC(CC(=O)NC1CCCCC1)c1ccccc1 (centres undefined)	5	-3	0.8	-3	7	7	0	11	-9
31	CC(Oc1cccc(Cl)c1)C(=O)Nc1ccncc1 (centres undefined)	3	-1	-1.2	1	19	1	-2	8	-2
32	COc1ccccc1/C=N/n1c(C)nnc1-n1nc(C)cc1C	-2	-1	-0.4	-4	-4	-3	1	-13	1
33	COc1ccccc1/C=C1/SC(=S)N(CCC(=O)Nc2cccnc2)C1=O	25	19	2.0	-3	15	29	-4	14	24
34	CC(C)c1ccc(/C=C2\SC(=S)N(CCC(=O)N3CCCCC3CCO)C2=O)cc1 (centres undefined)	33	-3	-7.6	-10	36	62*	-9	3	1
35	CCn1c(C(=O)O)c(CC(=O)Nc2ccc(Br)cc2C)c2ccccc21	11	-1	-2.8	-2	19	25	-1	-12	8
36	NC(=O)C1CCN(c2c([N+](=O)[O-])cc(C(F)(F)F)cc2[N+](=O)[O-])CC1	3	0	-0.3	1	-10	-11	-1	-1	22
37	COc1ccccc1OCCNC(=O)C1CC(=O)N(c2ccc3c(c2)OCCO3)C1 (centres undefined)	-4	-2	2.5	1	-11	21	2	-7	8
38	CCC(C)NC(=O)CNC(=O)c1nn(-c2ccc(OC)cc2OC)c(=O)c2ccccc12 (centres undefined)	11	-1	-0.5	-1	-1	12	-1	-11	-2
39	O=C1CN(C(=O)CSc2nnnn2C2CC2)c2ccccc2N1	11	-2	0.8	1	-5	13	0	12	6
40	COc1cc2c(cc1OC)C(C(=O)Nc1ccccc1N1CCN(C)CC1)C1c3ccccc3CCN1C2=O (centres undefined)	-4	-2	-0.8	-3	1	22	1	3	4
41	C[C@H](NC(=O)c1nc[nH]c1C(=O)N(C)Cc1ccccc1)c1ccccc1	22	-5	-0.3	-5	13	12	-3	12	-3
42	O=C(NCCc1ccccc1)c1cc(=O)[nH]c2ccccc12	-7	-3	0.8	2	5	8	-1	-3	4
43	O=C(O)CSc1nnc(-c2ccc(S(=O)(=O)N3CCCC3)cc2)n1Cc1ccco1	16	-1	-0.3	-2	8	6	2	9	9
44	Cc1cc(C)n(CCCC(=O)O)n1	12	-3	-0.9	-2	15	12	-1	2	10
45	CCNc1nc(NC(C)C)nc(N(C#N)CCOc2ccc(Cl)cc2Cl)n1	32	-3	-1.7	-2	30	10	-14	38	1
46	C=CCn1c(SCC(=O)Nc2ccc3c(c2)OCO3)nc2ccccc2c1=O	5	-1	2.6	3	1	-9	2	6	16
47	Cc1ccccc1C(=O)NC(=S)Nc1ccc(S(=O)(=O)N(C)c2ccccc2)cc1	13	-4	-0.2	-4	-18	31	0	-14	4
48	Fc1ccc2nc3c(nc2c1)CCCC3	-10	-1	1.6	0	-11	-2	1	10	11
49	O=C(CSc1nnc(-c2ccccc2O)o1)N1CCCCC1	25	1	0.9	-1	0	-22	-2	7	9
50	CCOc1cc(/C=C2\CCCC(C(=O)C(F)(F)F)=C2O)ccc1O	20	-1	0.8	0	28	39	3	21	8
51	Cc1nn(C)c(C(=O)NN)c1Cl	10	-1	-1.0	-3	8	3	-2	6	6
